UDG counter: Primary qHTS assay for inhibitors of Activation Induced Cytidine Deaminase (AID): UDG Counterscreen signal; Uracil-DNA glycosylase; FRET deamination/UDG coupled assay, UDG read, 4 h; Potency, µM (top dose mostly 115 µM), without a hit: top-dose activity change, negative = inhibition, actives largely listed as inhibitors; 91,000 tested, 0.14% active; note: nearly all actives have a fitted effect of over 65% in size
AID inh: Primary qHTS assay for inhibitors of Activation Induced Cytidine Deaminase (AID): AID signal; Potency, µM (titrated, usually from 115 µM), inactives show at the highest dose activity change, negative = inhibition, usual class: inhibitors; Single-stranded DNA cytosine deaminase (Homo sapiens), Q9GZX7; 91,000 tested, 0.32% active; AID deamination FRET fluorescence, UDG-coupled, 4 h; note: nearly all actives have a fitted effect of over 25% in size
Target sequence (Q9GZX7 whole entry, looked up): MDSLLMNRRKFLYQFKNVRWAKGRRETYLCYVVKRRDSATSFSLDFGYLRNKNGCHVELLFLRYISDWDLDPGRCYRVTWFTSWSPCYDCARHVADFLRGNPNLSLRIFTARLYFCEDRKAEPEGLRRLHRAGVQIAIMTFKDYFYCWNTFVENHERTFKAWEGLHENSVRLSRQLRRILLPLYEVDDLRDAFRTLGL
Active calls of the source: *; u = inconclusive; [ ] = dose if it differs, or a comment. Calls come from the whole dose curve; as a rule, active = well fitted curve in the direction sought with a large enough effect; inconclusive = small, poorly fitted or top-dose-only effect, or another doubt; inactive = no such curve, though single readings can be large; an effect the other way counts as inactive or inconclusive. % is set by controls: 0 for no effect and ±100 for the full control effect; potency is the fitted concentration of half-maximal effect. A portion of the library (hit frequency here may not be typical).

molecule	UDG counter	AID inh
CNC(=O)c1ccc(/C=C/C(=O)C(C#N)c2ccccn2)cc1 (stereo not drawn)	-3%	-9%
O=C(NCC(O)COc1ccc(C(F)(F)F)cc1)C1CCCC1 (stereo not drawn)	3%	-6%
COc1cc(C2Nc3ccc(C)cc3[C@H]3OCCC[C@@H]23)cc(Cl)c1O (stereo partly drawn)	10%	-2%
CCNC(=O)C/C(C)=N/NC(=O)C(C)C	-2%	3%
Cn1c(=O)c2c(nc(N3CCOCC3)n2Cc2ccc(Br)cc2)n(C)c1=O	3%	-10%
Cc1ccc(NC(=O)CSc2nc(=O)n(CCN3CCOCC3)c3c2CCC3)c(C)c1	4%	4%
O=C(CCN1C(=O)NC2(CCCCC2)C1=O)Nc1cccc2cccnc12	-4%	6%
O=C(c1cncc(Br)c1)n1ccccc1=NC1CCCCC1	-3%	-5%
CN(C(=O)CCc1ccco1)C1CCCC1	3%	-1%
Cc1ccc(C(=O)N2CC(=O)Nc3ccc(Br)cc3C2c2ccc(F)cc2)cc1C (stereo not drawn)	-11%	u
O=C(Nc1ccc(NC(=O)c2cccs2)cc1)c1ccc(Cl)cc1	-7%	13%
Cc1ccc(CNC(=O)C2CCN(c3nn4cc(-c5ccc(F)cc5)nc4s3)CC2)cc1	-16%	5%

Some of the entries so far, as labelled records:
SMILES: COc1cc(C2Nc3ccc(C)cc3[C@H]3OCCC[C@@H]23)cc(Cl)c1O (stereo partly drawn)
- UDG counter = 10%
- AID inh = -2%
SMILES: CCNC(=O)C/C(C)=N/NC(=O)C(C)C
- UDG counter = -2%
- AID inh = 3%
SMILES: Cn1c(=O)c2c(nc(N3CCOCC3)n2Cc2ccc(Br)cc2)n(C)c1=O
- UDG counter = 3%
- AID inh = -10%

The results go on.
molecule	UDG counter	AID inh
CC(C(=O)Nc1ccc(F)cc1)N1CCN(C(=O)c2cccs2)CC1 (stereo not drawn)	4%	4%
Cn1nc(C(=O)NC(CC(=O)O)c2ccccc2)c2ccccc2c1=O (stereo not drawn)	0%	6%
COc1ccc2c(C)c(CC(=O)Nc3ccc4c(c3)OCO4)c(=O)oc2c1	-1%	7%
O=c1[nH]cnc2scc(-c3ccc(Cl)cc3)c12	7%	0%
Cc1ccc(NC(=O)c2oc3ccc(S(=O)(=O)N(C)C4CCCCC4)cc3c2C)c(C)c1	-4%	-7%
Cc1ccc(Oc2ccc(NC(=O)C3CCCCC3)cc2)cc1	-1%	-4%
Clc1cccc(-n2ncc3c(NC4CCCC4)ncnc32)c1	1%	-11%
Cc1ccc(Nc2c(-c3ccccc3O)nc3ccc(Br)cn23)cc1	-13%[57.5 µM]	-5%
COc1ccc(-c2cc(C(=O)N3CCN(c4ccc(F)cc4)CC3)no2)cc1OC	16%	-10%
Cc1ccc(Cc2nc3ccccc3nc2SCC(=O)N2CCc3ccccc32)cc1	-1%	-5%
CN(CCC#N)C(=O)COC(=O)c1nn(Cc2ccccc2)c(=O)c2ccccc12	-7%	-7%
Cc1cccc(NC(=O)Cn2c(C)cc3ccccc32)c1C	5%	3%

Later entries.
molecule	UDG counter	AID inh
CCc1c(C)sc(NC(=O)C(F)(F)F)c1C#N	4%	22%
c1ccc(N2CCN(c3ncnc4c3nc3n4CCCC3)CC2)cc1	-1%	-2%
Cc1cn2c(=O)cc(CSc3ccccc3NC(=O)COc3ccccc3Cl)nc2s1	-1%	-3%
O=C(NCCCN1CCCCCC1)c1ccc2c(c1)sc1nc(-c3ccccc3)cn12	0%[57.5 µM]	-21%
CCc1sc(C(=O)N2CC=C(c3ccccc3)CC2)cc1C	-3%	u
COc1cccc(NC(=O)C(Cc2ccccc2)N2Cc3ccccc3C2=O)c1 (stereo not drawn)	3%	7%
CC(=O)Nc1ccc(C(=O)CSc2ncnc3sccc23)cc1	4%	29%
COc1ccc(NC(=O)Cn2nnc(C(=O)Nc3ccc(C)c(F)c3)c2N)cc1Cl	-4%	-19%
Cc1cccc(C)c1NC(=O)CN(C)CC(=O)NC(=O)NCC(F)(F)F	3%	3%
Cc1ccc(CN(CCN(C)C)C(=O)c2ccc(C#N)cc2)o1	2%	3%
O=C(Cn1cc(C(F)(F)F)ccc1=O)c1ccc(C2CCCCC2)cc1	-12%	-12%
COc1ccc(-c2c(C)c3cc(OS(=O)(=O)c4ccc(C)cc4)ccc3oc2=O)cc1	1%	16%

(continued)
molecule	UDG counter	AID inh
CCCCNC(=O)c1cc2cc(C)ccc2[nH]1	4%	-5%
CCOc1ccc(/C=C2/NC(=O)NC2=O)cc1I	17%	3%
COc1cc(NC(=O)c2cc3cc4ccc(C)cc4nc3o2)cc(OC)c1OC	-10%	-27%
O=C(CCN1C(=O)NC2(CCCCC2)C1=O)Nc1cnc2ccccc2c1	-13%	-20%
Cc1ccnc(NC(=O)c2cc(-c3ccncc3)nc3ccccc23)c1	-8%	u
COc1ccc(NC(=O)Cn2cnc3sc(C)c(S(=O)(=O)N4CCN(C)CC4)c3c2=O)cc1Cl	-3%	17%
N#Cc1ccccc1-c1ccc(CSc2nnnn2-c2cccc(F)c2)cc1	-8%	-10%
CCCN(C(=O)CCc1nc(-c2ccccc2F)no1)c1ccc(CC)cc1	-12%	u
Cc1ccc(CN2CCC(CNC(=O)Nc3cccc(C)c3C)C2)cc1 (stereo not drawn)	-5%	-11%
Cc1ccccc1OCCOC(=O)c1n[nH]c(=O)c2ccccc12	-6%	-12%
Cc1cc(C)cc(C(=O)N(CC#N)C2CC2)c1	-1%	1%
CCCCCN(CCCCC)C(=S)Nc1ccc(Br)cc1Cl	3%	-8%

(list continues)
molecule	UDG counter	AID inh
CCC(C)(C)c1ccc(O)c(-c2csc(N)n2)c1	6%	-7%
Cn1c(COc2ccc(C(C)(C)C)cc2)nnc1SCc1ccc(F)cc1	-13%	u
CN(C)CCNC(=O)C1CCN(c2nc3ccccc3[nH]2)CC1	-8%	1%
O=C(c1cc(-c2cccs2)nc2ccccc12)N1CCOCC1	u	-8%
Cc1ccc(-c2nc(CSc3nnc(C)n4c3cc3occc34)c(C)o2)cc1	11%	-20%
CCOC(=O)C1CCN(C(=O)Cn2nc(C)n3c(cc4cc(C)ccc43)c2=O)CC1	-5%	4%
CCOC(=O)c1sc2ncn(CC(=O)Nc3ccc(N(C)C)cc3)c(=O)c2c1C	1%	20%
COc1cc(NC(=O)c2cc(-c3cccc(Cl)c3)on2)c(OC)cc1Cl	30%	-3%
CC1=CC(=O)C(C(=O)/C=C/c2ccc(C)s2)C(=O)O1 (stereo not drawn)	-12%	u
OCCc1nc2ccccc2[nH]1	2%	11%
CCOC(=O)c1sc(NC(=O)C(C)Sc2nc(-c3ccccc3)cc(C(F)(F)F)n2)c(C(=O)OC)c1C (stereo not drawn)	-4%	1%
Cc1ccc(OC(C)C(=O)Nc2nonc2-c2ccc(Br)cc2)cc1C (stereo not drawn)	-12%	2%

Look-ups from the results shown.
For UDG counter, CC1=CC(=O)C(C(=O)/C=C/c2ccc(C)s2)C(=O)O1 (stereo not drawn) has -12%
For UDG counter, Cc1cn2c(=O)cc(CSc3ccccc3NC(=O)COc3ccccc3Cl)nc2s1 has -1%
For UDG counter, CCCN(C(=O)CCc1nc(-c2ccccc2F)no1)c1ccc(CC)cc1 has -12%

Other structures follow:
molecule	UDG counter	AID inh
CC(C)CNc1ncnc2c1nnn2C	-1%	1%
COc1ccc(-c2cc(C(C)=O)c(C)n2CCC(=O)NC2CCCCC2)cc1	3%	-1%
CC(C)Cn1cnc2c1c(=O)n(CC(=O)OCc1ccc(F)cc1)c(=O)n2Cc1ccccc1	-7%	-4%
CCOc1ccc(-c2nnc(SCC(=O)N(CC)c3cccc(C)c3)o2)cc1	-10%	17%
COc1ccccc1Cn1c(CNS(=O)(=O)c2ccccc2Cl)nc2cccnc21	-1%	4%
CCCN(C(=O)c1nn(-c2ccc(OC)cc2)c(=O)c2c1c1ccccc1n2C)c1ccc(CC)cc1	u	7%
Cc1cc(C)c2oc(=O)cc(CN(C)CCO)c2c1	3%	5%
O=C(NC1CCCCCC1)c1cc(-c2cccs2)on1	-4%	-2%
CC(C)COc1cccc(C(=O)Nc2cccc(C(F)(F)F)c2)c1	-1%	-14%
COc1ccc(C(=O)c2cnc3ccc(C)cc3c2S(=O)(=O)c2ccccc2)cc1	-12%	-16%
S=C(NCCc1ccccc1)NC1CCCc2ccccc21 (stereo not drawn)	-10%	-13%
COc1ccc(NC(=O)Cn2c(=O)c(-c3cc(C)ccc3NC(C)=O)nc3ccccc32)c(OC)c1	-25%	u

The listing continues:
molecule	UDG counter	AID inh
Cc1ccc(CSc2nc3cccnc3n2Cc2nc(-c3ccccc3F)oc2C)cc1	-16%[57.5 µM]	u
COc1ccc(CNC(=O)Cn2ncn3nc(-c4cccs4)cc3c2=O)cc1	0%	6%
Cc1ccc(CNC(=O)c2c(-c3ccc(F)cc3F)noc2C)o1	5%	6%
Fc1ccc(C(NCCc2ccc(Cl)cc2)c2nnc(-c3ccccc3Cl)o2)cc1 (stereo not drawn)	u	58%
O=C(Nc1ccccc1O)c1csc(NC2CC2)n1	-10%	-14%
Cc1ccc(CNC(=O)COC(=O)c2ccc3c(c2)NC(=O)CS3)cc1	-4%	-2%
Cc1cc(Cl)ccc1NC(=O)CN(c1ccccc1Br)S(C)(=O)=O	-4%[57.5 µM]	-15%[57.5 µM]
O=C(CCOc1ccccc1Cl)N1CCC(c2nnc3n2CCC3)CC1	-10%	-6%
O=C(C1COc2cc(S(=O)(=O)Nc3ccc(Cl)cc3)ccc2O1)N1CCCC1 (stereo not drawn)	1%	6%
CC(=O)Nc1ccc(/C(C)=N\OCC(=O)NC(C)C(C)C)cc1 (stereo not drawn)	5%	0%
CCc1cc(=O)oc2cc(OS(=O)(=O)c3sc(C(=O)OC)c(C)c3C(=O)OC)ccc12	6%	-9%
CCOc1ccc(C2=CC(c3cc(Br)ccc3F)n3ncnc3N2)cc1Cl (stereo not drawn)	4%	49%[activator]

Three compounds out of the list, sorted by formula weight, largest number first:
molecule	UDG counter	AID inh
O=C(CCOc1ccccc1Cl)N1CCC(c2nnc3n2CCC3)CC1	-10%	-6%
Cc1ccc(CNC(=O)c2c(-c3ccc(F)cc3F)noc2C)o1	5%	6%
CC(=O)Nc1ccc(/C(C)=N\OCC(=O)NC(C)C(C)C)cc1 (stereo not drawn)	5%	0%

Going on with the list:
molecule	UDG counter	AID inh
CC(Sc1nnc(C2CC2)n1C)C(=O)Nc1ccnn1C(C)C (stereo not drawn)	-4%	-1%
COc1cccc(-c2nc3c(C#N)c[nH]n3c2NC2CCCC2)c1OC	-5%	-6%
Cc1cccc(CN2CCN(CC(=O)NCc3ccc(Cl)cc3)C2=O)c1	-2%	6%
Cc1ccc(NC(=O)N2CCc3cc(S(=O)(=O)N4CCC(C)CC4)ccc32)cc1C	-4%	7%
Cc1cc(C(=O)Nc2cccc(I)c2)c(C)o1	-6%	-1%
CN(Cc1cccnc1)C(=O)c1nccnc1N	-3%	-13%
COc1ccccc1/C=C/C(=O)c1cc(F)ccc1OC(=O)c1ccccc1	5%	-16%
Cc1ccc2c(=O)cc(C(=O)Nc3nnc(CC(C)C)s3)oc2c1C	-12%[57.5 µM]	u
Cc1c(C(=O)N2CCC(C(=O)Nc3ccc(F)cc3)CC2)sc2nc[nH]c(=O)c12	-5%	6%
COc1ccc(C2c3c(-c4ccccc4O)n[nH]c3C(=O)N2CCc2ccccc2)cc1 (stereo not drawn)	-9%	9%
CCOc1ccc(NC(=O)C(CC)n2c(=O)c(-c3ccccc3NC(C)=O)nc3ccccc32)cc1 (stereo not drawn)	u	u
CCC1CN(C(=O)Nc2ccc(C(=O)O)cc2)c2cc(Cl)ccc2O1 (stereo not drawn)	-6%	4%

Additional compounds:
molecule	UDG counter	AID inh
Cc1noc2nc(-c3ccccc3F)cc(C(=O)NCc3ccccc3F)c12	2%	7%
CCCNS(=O)(=O)c1cccc2cc(C)cnc12	-2%	0%
Cc1cccc(C(=O)NCc2nnc(SCC(=O)NC(C)(C)C)n2-c2ccccc2)c1	3%	0%
O=C(NCC(O)COc1cccc(C(F)(F)F)c1)C1CCC1 (stereo not drawn)	2%	3%
Cc1cc(C(=O)OCC(=O)NC2(C#N)CCCCC2)c2ccccc2n1	6%	0%
CCC(C)NC(=O)c1ccccc1NS(=O)(=O)c1ccc(F)c(C(=O)O)c1 (stereo not drawn)	3%	10%
Cc1ccc(N(Cc2cccs2)C(=O)COc2cccc(C)c2)cc1	1%	u
CC1CCc2c(sc3nc(-c4cc5cc(Br)ccc5oc4=O)[nH]c(=O)c23)C1 (stereo not drawn)	-8%[57.5 µM]	0%
Cc1ccc(NC(=O)c2ccco2)c(OCc2cc(=O)n3cc(C)sc3n2)c1	-1%[57.5 µM]	7%
Cc1ccc(-c2nnc3c4ccccc4c(C)nn23)cc1NC(=O)c1ccccc1Cl	-1%	7%
CC(=O)N1CCc2nc3sc(C(=O)c4ccc(F)cc4)c(N)c3c(C(F)(F)F)c2C1	-3%	u
O=C1CN(C(=O)COc2ccc(Cl)cc2Cl)C(c2ccc(F)cc2)c2cc(F)ccc2N1 (stereo not drawn)	-12%	-12%
CCOC(=O)c1oc2ccc(S(=O)(=O)n3nc(-c4cc(OC)c(OC)c(OC)c4)cc3N)cc2c1C	-15%	-9%
Cc1ccc(N2CC(NC(=O)c3ccccc3Br)CC2=O)cc1 (stereo not drawn)	5%	1%
